Bioassay records deposited in PubChem BioAssay by several laboratories.
Ins promoter up: MIN6 insulin promoter up-regulation | MIN6 insulin promoter-GFP reporter, high-content imaging; active compounds read high | z-score at 5 µM | hit rate 0.3% among 190,000 | AID 1625;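 active = z-score above 3 at 5 µM with at least 500 cells counted in the well; inconclusive = wells under 500 cells, flagged as cytotoxic or low count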
b-catenin transl: alters nuclear translocation of beta-catenin in HeLa cells; immunofluorescence imaging; nuclear translocation activity, % at 5 µM; hit rate 0.3% among 190,000; AID 1665;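 active = nuclear translocation activity above 50% at 5 µM, with a well cell count of 50 or more; inconclusive = wells under 50 cells across six images, flagged as toxic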;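 also: per-cell ratio of nuclear to cytoplasmic median beta-catenin stain intensity; plate controls were DMSO negative control for no effect and GSK-3 inhibitor IX positive control for full effect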
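Test system: human HeLa cells, endogenous beta-catenin. Times: 24 h compound exposure, 37°C. Measured by: beta-catenin immunofluorescence imaging with DAPI.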
WT yeast gro inh: growth inhibition of WT yeast, mitochondrial fusion screen. mitochondrial fusion phenotypic screen, WT strain. inhibition, % at 10 µM. hit rate 2.1% among 190,000; in the data active = inhibition above about 58%; tested in S. cerevisiae
T cell HTS: modulates CD8 T cell binding to vesicles | 2C CD8+ T cell-vesicle binding, flow cytometry; active compounds read low | calls only at 7 µM | hit rate 0.068% among 330,000;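 active = response, share of CD8 T cells binding vesicles, and their 90th percentile fluorescence all below set limits, cut at about 80% in these data, passing the limit was not always enough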
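Read-out – percent CD8+ FL2 mean versus row control · System – murine 2C transgenic CD8+ T lymphocytes · Times – 1.5 h cell–vesicle binding at 37 °C, then 20 min icy labelling · Control set – naked vesicles low, QL9 vesicles with vehicle high · Detection – cytometric PE anti-B7-1 and Alexa647 anti-CD8 signals after 1% paraformaldehyde fixation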
Hep lipid drop: hepatic lipid droplet formation modulation. AML12 mouse hepatocytes, oleate lipid droplets, BODIPY imaging. AID 1656. hit rate 0.4% among 240,000. inhibition, % at 6.5 µM;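 active = lipid droplet intensity inhibited by at least 50%, with more than 500 cells counted; inconclusive = wells with under 300 cells, treated as cytotoxic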
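Assay system: AML12 mouse liver cells | Compound dosing: One dose, 6.5 µM compound | Read-out basis: Droplet intensity reduction, % inhibition | Measured by: Fluorescence imaging, 20x objective, two fields per well | Schedule: Overnight treatment with compound plus oleate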
MT stabilizer: microtubule stabilizers in HeLa cells | HeLa tubulin immunostaining HCS, 24 h; share of cells brighter than vehicle mean+2SD | % tubulin-high responders, % at 10 µM | hit rate 0.83% among 200,000;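 active = plate Z-score above 3 for both tubulin-high and condensed-nucleus cell shares, with cell loss under 80%, at 10 µM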;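 also: anti alpha tubulin signal scored within the nucleus-defined area of each cell; some results filed as inactive read as strong as hits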
West Nile virus CPE: West Nile virus antiviral activity, cell-based, CPE readout (AID 1621); West Nile virus-infected cells, CPE inhibition; higher % means a stronger effect; CPE inhibition, % at 10 µM, or IC50 in µM where a hit was titrated; hit rate 0.02% among 290,000; in the data active = a potency from the dose series; inconclusive = CPE inhibition mostly from about 3.7% at the one dose, without a potency; inactive = the rest, 99 in 100 with CPE inhibition below about 2.2%; also: strong numbers were not always called active
Myeloid diff MLP: promotes myeloid progenitor differentiation. ER-HoxA9 myeloid progenitors, lysozyme-GFP differentiation, flow cytometry. calls only at 10 µM. hit rate 1% among 360,000;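 active = normalized GFP-positive differentiation at or above the plate's own cutoff, the solvent-only control mean plus 3 SD; inconclusive = no clear call, values can overlap the other calls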;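 also: cells exposed to compound for four days before flow analysis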
Autophagy HCS: autophagy modulation, high-content screen; MEF GFP-LC3 puncta imaging; test concentration mostly 10 µM; calls only at 10 µM (by protocol); hit rate 0.98% among 190,000; AID 463193;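 active = percentage of spot-positive cells more than 3 SD above its plate mean, without a fluorescence outlier flag or 80% toxicity; inconclusive = no clear call, values can overlap the other calls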;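 also: spot-positive cell cutoff set from DMSO-treated cells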
WT yeast gro inh mutant strain: also measured in WT yeast gro inh; calls as there; inhibition, %; mitochondrial fusion phenotypic screen, mutant strain inhibition
Ins promoter up cell count: further read-out of Ins promoter up, marked with its call; cell count; measured here: cytotoxicity, nuclei count;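 total cells summed across four imaged fields per well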
Hep lipid drop cells 6.5 µM: recorded beside Hep lipid drop, whose call it bears; cell count; measured here: cell count, cytotoxicity flag;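 cells counted across two imaged fields per well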
b-catenin transl cell count 5 µM: second read-out of b-catenin transl, no call of its own (marks repeat the call); cell count; measured here: cell count, cytotoxicity flag
T cell HTS vesicle-bound %: recorded beside T cell HTS, whose call it bears; double positive events, %; measured here: CD8+ vesicle-bound cell fraction;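 binding gate set so that unloaded-vesicle control wells show 10% double positive cells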
MT stabilizer Hoechst-high %: second read-out of MT stabilizer, no call of its own (marks repeat the call); % Hoechst-high responders; measured here: nuclear condensation Hoechst responders;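 share of cells brighter than vehicle mean plus two SD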
MT stabilizer cytotoxicity %: further read-out of MT stabilizer, marked with its call; toxicity, %; measured here: cytotoxicity by cell density;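 0% = mean cell density of plate MIN control wells and 100% = no cells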
Autophagy HCS cell loss 18 h: recorded beside Autophagy HCS, whose call it bears; toxicity, %; measured here: cell loss, nuclei count;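 cell loss after 18 h compound exposure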
Myeloid diff MLP GFP+ MAC1+ %: further read-out of Myeloid diff MLP, marked with its call; GFP+ MAC1+ double positive, %; measured here: differentiation confirmed by MAC1 staining
* marks the source's active call; other numbers are inactive results.

COc1cc(C(=O)NCc2nnc(SCC(=O)N3CCc4ccccc43)o2)cc(OC)c1OC was read as Ins promoter up -0.15, b-catenin transl -0.3, WT yeast gro inh 2, T cell HTS inactive, Hep lipid drop 18, MT stabilizer 3.4, Myeloid diff MLP inactive, Autophagy HCS inactive, WT yeast gro inh mutant strain -4, Ins promoter up cell count 1631, Hep lipid drop cells 6.5 µM 746, b-catenin transl cell count 5 µM 1015, T cell HTS vesicle-bound % 27, MT stabilizer Hoechst-high % 1.3, MT stabilizer cytotoxicity % 6.4, Autophagy HCS cell loss 18 h -7 and Myeloid diff MLP GFP+ MAC1+ % 2.9.
For Cc1ccc(O)c(C2=NOC(O)(C(F)(F)F)C2)c1 (stereo unspecified) the results were Ins promoter up -0.29, b-catenin transl -1.4, WT yeast gro inh -13, T cell HTS inactive, MT stabilizer 2.4, West Nile virus CPE 0.3%, Myeloid diff MLP inactive, Autophagy HCS inactive, WT yeast gro inh mutant strain -8, Ins promoter up cell count 1526, b-catenin transl cell count 5 µM 1443, T cell HTS vesicle-bound % 50, MT stabilizer Hoechst-high % 1.7, MT stabilizer cytotoxicity % 7.2, Autophagy HCS cell loss 18 h 12 and Myeloid diff MLP GFP+ MAC1+ % 0.7.
Screening O=C1CSC(c2ccccc2[N+](=O)[O-])N1c1ccc(O)cc1 (stereo unspecified) returned b-catenin transl -1.2, WT yeast gro inh -1, T cell HTS inactive, Hep lipid drop 1, MT stabilizer 4.5, West Nile virus CPE 0.5%, Myeloid diff MLP inactive, Autophagy HCS inactive, WT yeast gro inh mutant strain 4, Hep lipid drop cells 6.5 µM 721, b-catenin transl cell count 5 µM 1080, T cell HTS vesicle-bound % 30, MT stabilizer Hoechst-high % 2.4, MT stabilizer cytotoxicity % 6.4, Autophagy HCS cell loss 18 h -11 and Myeloid diff MLP GFP+ MAC1+ % 0.1.
CCOc1ccc(NC(=O)CSc2nc3nc(C)cc(C)n3n2)cc1 was read as T cell HTS inactive, Hep lipid drop 4, West Nile virus CPE -0.6%, Myeloid diff MLP inactive, Hep lipid drop cells 6.5 µM 913, T cell HTS vesicle-bound % 52 and Myeloid diff MLP GFP+ MAC1+ % 1.4.
For O=C(Nc1cccnc1)c1ccc(Cl)cc1[N+](=O)[O-] the results were Ins promoter up 0.18, b-catenin transl -2.3, WT yeast gro inh -3, T cell HTS inactive, Hep lipid drop -5, MT stabilizer 1.9, West Nile virus CPE 0.0%, Myeloid diff MLP inactive, Autophagy HCS inactive, WT yeast gro inh mutant strain -5, Ins promoter up cell count 1216, Hep lipid drop cells 6.5 µM 668, b-catenin transl cell count 5 µM 1095, T cell HTS vesicle-bound % 33, MT stabilizer Hoechst-high % 0.9, MT stabilizer cytotoxicity % 3.8, Autophagy HCS cell loss 18 h 22 and Myeloid diff MLP GFP+ MAC1+ % 0.8.
`Cc1cccc(/C=N/n2c(C)nc3ccccc3c2=O)c1` gave T cell HTS inactive, Hep lipid drop 0, West Nile virus CPE 0.0%, Myeloid diff MLP inactive, Hep lipid drop cells 6.5 µM 811, T cell HTS vesicle-bound % 62 and Myeloid diff MLP GFP+ MAC1+ % 1.0.
`CCCCNC(=O)NC(C(=O)OC)C12CC3CC(CC(C3)C1)C2` (stereo unspecified) gave b-catenin transl -0.7, WT yeast gro inh 4, T cell HTS inactive, Hep lipid drop 1, MT stabilizer 3.7, West Nile virus CPE -0.8%, Myeloid diff MLP inactive, Autophagy HCS inactive, WT yeast gro inh mutant strain 8, Hep lipid drop cells 6.5 µM 689, b-catenin transl cell count 5 µM 1033, T cell HTS vesicle-bound % 58, MT stabilizer Hoechst-high % 1.6, MT stabilizer cytotoxicity % 5.7, Autophagy HCS cell loss 18 h 14 and Myeloid diff MLP GFP+ MAC1+ % 0.2.
`CCN(CC)c1ccc(/C=N/N2CCN(Cc3ccc(C)cc3C)CC2)c(O)c1` gave Ins promoter up 0.89, b-catenin transl -4.0, WT yeast gro inh 39, T cell HTS inactive, Hep lipid drop 12, MT stabilizer 6.0, West Nile virus CPE -0.5%, Myeloid diff MLP inactive, Autophagy HCS inactive, WT yeast gro inh mutant strain 30, Ins promoter up cell count 1336, Hep lipid drop cells 6.5 µM 617, b-catenin transl cell count 5 µM 1058, T cell HTS vesicle-bound % 37, MT stabilizer Hoechst-high % 3.2, MT stabilizer cytotoxicity % 10, Autophagy HCS cell loss 18 h -7 and Myeloid diff MLP GFP+ MAC1+ % 1.0.
For Cc1ccc(C)c(OCC(O)CN2CCN(CCN3C(=O)c4cccc5cccc(c45)C3=O)CC2)c1 (stereo unspecified) the results were b-catenin transl -0.7, WT yeast gro inh 28, T cell HTS inactive, Hep lipid drop -43, MT stabilizer 3.1, West Nile virus CPE -1.6%, Myeloid diff MLP inconclusive, Autophagy HCS inactive, WT yeast gro inh mutant strain 26, Hep lipid drop cells 6.5 µM 447, b-catenin transl cell count 5 µM 769, T cell HTS vesicle-bound % 44, MT stabilizer Hoechst-high % 3.9, MT stabilizer cytotoxicity % 2.1 and Autophagy HCS cell loss 18 h 16.
Screening COC(=O)c1c(NC(C)=O)sc(Cc2ccccc2)c1C returned WT yeast gro inh 9, T cell HTS inactive, MT stabilizer 2.0, West Nile virus CPE 2.2%, Myeloid diff MLP inactive, Autophagy HCS inactive, WT yeast gro inh mutant strain 25, T cell HTS vesicle-bound % 15, MT stabilizer Hoechst-high % 0.7, MT stabilizer cytotoxicity % 3.3, Autophagy HCS cell loss 18 h -4 and Myeloid diff MLP GFP+ MAC1+ % 1.8.
`COc1cc([C@@H]2c3cc4c(cc3[C@@H](O)[C@H]3COC(=O)[C@H]23)OCO4)cc(OC)c1O[Si](C)(C)C(C)(C)C` gave Ins promoter up -1.5, b-catenin transl -0.6, T cell HTS inactive, Hep lipid drop 0, West Nile virus CPE -1.9%, Myeloid diff MLP inactive, Ins promoter up cell count 868, Hep lipid drop cells 6.5 µM 689, b-catenin transl cell count 5 µM 1082, T cell HTS vesicle-bound % 57 and Myeloid diff MLP GFP+ MAC1+ % 3.1.
Screening CCC(=O)Nc1cnc(NC(=O)c2cccc(F)c2)cc1C returned Ins promoter up 0.65, b-catenin transl -3.6, WT yeast gro inh 7, T cell HTS inactive, Hep lipid drop 12, MT stabilizer 4.7, West Nile virus CPE -0.7%, Myeloid diff MLP inactive, Autophagy HCS inactive, WT yeast gro inh mutant strain 8, Ins promoter up cell count 1202, Hep lipid drop cells 6.5 µM 737, b-catenin transl cell count 5 µM 1373, T cell HTS vesicle-bound % 22, MT stabilizer Hoechst-high % 0.3, MT stabilizer cytotoxicity % 84, Autophagy HCS cell loss 18 h 8 and Myeloid diff MLP GFP+ MAC1+ % 1.3.
Screening Cc1cc(C)n2nc(C(=O)NCc3cccc(C(F)(F)F)c3)nc2n1 returned Ins promoter up 0.19, b-catenin transl 2.9, WT yeast gro inh -4, T cell HTS inactive, Hep lipid drop 6, MT stabilizer 2.8, West Nile virus CPE -0.1%, Myeloid diff MLP inactive, Autophagy HCS inactive, WT yeast gro inh mutant strain -4, Ins promoter up cell count 1020, Hep lipid drop cells 6.5 µM 733, b-catenin transl cell count 5 µM 1076, T cell HTS vesicle-bound % 56, MT stabilizer Hoechst-high % 2.8, MT stabilizer cytotoxicity % 5.5, Autophagy HCS cell loss 18 h 20 and Myeloid diff MLP GFP+ MAC1+ % 0.6.
For COc1ccc(NC(=O)CCC(=O)N/N=C/c2ccncc2)cc1 the results were Ins promoter up 1, b-catenin transl -1.1, T cell HTS inactive, Hep lipid drop 22, West Nile virus CPE 1.1%, Myeloid diff MLP inactive, Ins promoter up cell count 1123, Hep lipid drop cells 6.5 µM 742, b-catenin transl cell count 5 µM 1326, T cell HTS vesicle-bound % 46 and Myeloid diff MLP GFP+ MAC1+ % 0.5.
Screening Clc1ccc(COn2c(-c3ccc(Cl)cc3)nc3ccccc32)cc1 returned Ins promoter up -1.2, b-catenin transl 2.3, WT yeast gro inh -7, T cell HTS inactive, MT stabilizer 2.1, West Nile virus CPE -0.7%, Myeloid diff MLP inactive, Autophagy HCS inactive, WT yeast gro inh mutant strain 5, Ins promoter up cell count 1425, b-catenin transl cell count 5 µM 1344, T cell HTS vesicle-bound % 10, MT stabilizer Hoechst-high % 0.6, MT stabilizer cytotoxicity % 5.0, Autophagy HCS cell loss 18 h 4 and Myeloid diff MLP GFP+ MAC1+ % 0.3.
For Nc1c(C(=O)O)sc2nc3c(cc12)CCCC3 the results were Ins promoter up -0.56, b-catenin transl -0.5, T cell HTS inactive, Hep lipid drop 0, West Nile virus CPE 0.3%, Myeloid diff MLP inactive, Ins promoter up cell count 1134, Hep lipid drop cells 6.5 µM 732, b-catenin transl cell count 5 µM 1254, T cell HTS vesicle-bound % 30 and Myeloid diff MLP GFP+ MAC1+ % 0.7.
Screening Cc1cc(C(=O)N2CCCC(N3CCN(c4cccc(Cl)c4)CC3)C2)nc(C)n1 (stereo unspecified) returned T cell HTS inactive, Hep lipid drop -4, West Nile virus CPE -1.0%, Myeloid diff MLP inactive, Hep lipid drop cells 6.5 µM 682, T cell HTS vesicle-bound % 26 and Myeloid diff MLP GFP+ MAC1+ % 1.3.
